JMJD2C inh = inhibitors of human GASC-1 (JMJD2C) demethylase. Q9H3R0. GST-JMJD2C(1-420) H3K9me3 demethylation, DELFIA europium. inhibition, % at 2.35 µM. 330,000 tested, 0.069% active. AID 2099;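 active = more than half of a compound's replicate wells show inhibition beyond 50%, single wells judged on their own value; inconclusive = some, but no more than half, of replicates pass 50% inhibition; inactive = no replicate passes 50% inhibition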;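 note: signal counts dimethyl H3K9 product captured on neutravidin plate; 0% = median of DMSO wells and 100% = 0.3 times that DMSO median; strong numbers were not always called active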
Target sequence (Q9H3R0 1-420 limits assumed): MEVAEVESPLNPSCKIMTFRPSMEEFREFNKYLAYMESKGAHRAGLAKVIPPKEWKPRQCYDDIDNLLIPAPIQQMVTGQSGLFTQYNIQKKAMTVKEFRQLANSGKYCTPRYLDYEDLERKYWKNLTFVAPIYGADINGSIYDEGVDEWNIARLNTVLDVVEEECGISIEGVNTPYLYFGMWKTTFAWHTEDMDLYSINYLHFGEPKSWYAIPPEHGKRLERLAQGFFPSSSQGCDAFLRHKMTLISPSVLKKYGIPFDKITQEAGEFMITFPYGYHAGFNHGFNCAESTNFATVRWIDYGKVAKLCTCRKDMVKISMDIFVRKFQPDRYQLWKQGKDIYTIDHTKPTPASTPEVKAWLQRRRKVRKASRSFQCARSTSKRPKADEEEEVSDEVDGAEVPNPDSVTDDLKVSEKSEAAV
RPL19A TOR yeast = yeast TOR pathway RPL19A-GFP modulation | S. cerevisiae RPL19A-GFP strain, flow cytometry, 3 h; stronger effect = lower value | percent response vs DMSO, % at 10 µM | 330,000 tested, 0.3% active;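 active = percent response vs DMSO below 50%; inconclusive = fewer than 70 events counted for the yeast strain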;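 note: median channel GFP fluorescence of the barcoded RPL19A-GFP strain; ratio of sample median GFP to plate DMSO average so 100% = DMSO; lower means less RPL19A-GFP as with rapamycin TOR inhibition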
MEP2-GFP yeast = yeast TOR pathway MEP2-GFP modulation; S. cerevisiae MEP2-GFP strain, flow cytometry GFP, 3 h; 100% = DMSO control level; GFP response vs DMSO, % at 10 µM; 330,000 tested, 0.51% active;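 active = GFP response versus DMSO above a set limit, roughly screen mean plus 3 SD, cut at about 180% in these data; inconclusive = fewer than 70 cells counted for a yeast strain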;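 note: median GFP fluorescence of the barcode-gated MEP2-GFP cells per well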
VLA-4 inh = inhibition in a human VLA-4 binding assay; inhibition, % (about 7 µM as worked out from the volumes in the protocol); VLA-4 expressing cells, ligand binding flow cytometry; 330,000 tested, 0.2% active; P13612; in the data active = inhibition above about 50%
AGP1-GFP MLPCN = yeast TOR pathway AGP1-GFP modulation; S. cerevisiae AGP1-GFP multiplex flow cytometry, 3 h; GFP as percent of DMSO wells; GFP response vs DMSO, % at 10 µM; 320,000 tested, 0.02% active;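 active = GFP response relative to DMSO above a set limit, near screen average plus 3 SD, cut at about 150% in these data; inconclusive = fewer than 70 cells counted for the yeast strain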;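 note: median GFP channel fluorescence of the gated AGP1 strain per well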
GRK2 inh = human GRK2 inhibition via aptamer displacement. bead flow cytometry, FAM-aptamer displacement from GRK2. inhibition of aptamer binding, % at 10 µM. 330,000 tested, 0.59% active. AID 488847;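 active = inhibition of aptamer binding above 40%, roughly 3 SD of noise, on plates passing a quality check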;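 note: median bead fluorescence of bound FAM aptamer so fluorescent compounds give negative values; no value below 0 was filed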
LAP4 TOR yeast = modulators of TOR pathway LAP4-GFP in S. cerevisiae; S. cerevisiae LAP4-GFP multiplex, flow cytometry GFP, 3 h; median GFP as percent of DMSO wells; GFP response vs DMSO, % at 10 µM; 320,000 tested, 0.34% active; AID 2023;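 active = GFP response vs DMSO above a set limit, about the screen mean plus 3 SD, cut at about 150% in these data; inconclusive = under 70 cell events counted for the yeast strain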
CIT2-GFP yeast = yeast TOR pathway CIT2-GFP modulation. S. cerevisiae CIT2-GFP strain, flow cytometry, 3 h; 100 means same as DMSO wells. GFP response vs DMSO, % at 10 µM. 320,000 tested, 0.065% active. AID 2029;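 active = GFP response relative to DMSO above a set limit, near the screen mean plus 3 SD, cut at about 150% in these data; inconclusive = Fewer than 70 cells measured for a yeast strain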;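 note: ratio of well median GFP fluorescence to mean of DMSO wells on the plate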
* = called active by the depositor; ? = inconclusive; / = not tested or not shown.

Start of the data: the first two records (preview)
Second line of a record: JMJD2C inh	RPL19A TOR yeast	MEP2-GFP yeast	VLA-4 inh	AGP1-GFP MLPCN	GRK2 inh	LAP4 TOR yeast	CIT2-GFP yeast
- COc1ccccc1N1CCN(C(=O)c2ccc(NS(=O)(=O)c3ccc(C)cc3)cc2)CC1
  -1.0	95.0	99.1	-5.6	102.2	0.0	100.5	97.5
- CCCCn1c(N)c(N(CC(C)C)C(=O)c2oc3ccc(OC)cc3c2C)c(=O)[nH]c1=O
  -25.7	96.0	95.8	23.8	105.3	0.0	94.4	89.8

All compounds of this part, previewed entries included:
Second line of a record: JMJD2C inh	RPL19A TOR yeast	MEP2-GFP yeast	VLA-4 inh	AGP1-GFP MLPCN	GRK2 inh	LAP4 TOR yeast	CIT2-GFP yeast
- COc1ccccc1N1CCN(C(=O)c2ccc(NS(=O)(=O)c3ccc(C)cc3)cc2)CC1
  -1.0	95.0	99.1	-5.6	102.2	0.0	100.5	97.5
- CCCCn1c(N)c(N(CC(C)C)C(=O)c2oc3ccc(OC)cc3c2C)c(=O)[nH]c1=O
  -25.7	96.0	95.8	23.8	105.3	0.0	94.4	89.8
- CN(C)C(CNC(=O)CCc1nc2cc(Cl)ccc2n(Cc2ccccc2)c1=O)c1ccccc1 (centres undefined)
  -2.8	98.1	97.4	21.8	108.3	0.0	100.1	104.5
- CCOc1ccc(S(=O)(=O)N2Cc3ccccc3CC2C(=O)O)cc1 (centres undefined)
  -1.9	100.5	105.5	4.0	101.1	1.0	103.1	96.9
- CCc1nc(SCC(N)=O)c2c(=O)n(C)c(=O)n(C)c2n1
  -2.9	106.2	101.0	11.9	109.5	0.0	110.3	125.4
- COc1ccc(C)cc1NC(=O)c1ccc(NS(=O)(=O)c2c(C)noc2C)cc1
  5.4	95.9	89.4	-1.0	100.6	3.0	109.0	101.1
- COc1cc(NS(=O)(=O)c2ccc(F)cc2)c(C(=O)O)cc1OC
  -61.7	98.9	109.8	1.7	99.6	2.0	99.8	108.3
- Cc1ccc(NC(=O)C2CCCN(c3ncccn3)C2)cc1F (centres undefined)
  -2.1	97.0	102.6	4.0	89.0	2.0	115.5	90.6
- COc1ccccc1N1CCN(C(=O)CCCCCn2c(=O)[nH]c3ccsc3c2=O)CC1
  -1.8	96.8	96.7	-9.0	100.1	0.0	98.1	103.3
- Cc1cccc(N(C2C=CS(=O)(=O)C2)S(=O)(=O)c2ccccc2)c1 (centres undefined)
  5.2	102.4	99.2	-6.4	104.6	1.0	98.8	/
- CCS(=O)(=O)N1CCC(C(=O)NCc2ccccc2OC)CC1
  3.0	103.8	105.6	12.6	110.7	1.0	97.0	103.1
- CCOP(=O)(OCC)c1nc(-c2ccc(Br)cc2)oc1N1CCCCC1
  3.0	103.0	98.1	7.0	94.4	0.0	92.9	93.4
- CNC(=O)/C(=C\c1cccc(Oc2ccccc2)c1)NC(=O)c1ccccc1
  -0.9	104.3	101.5	-7.1	103.2	6.0	93.0	104.0
- C=CCOc1cccc(C(=O)N2CCC(CCC(=O)NC3CC3)CC2)c1
  8.2	109.2	113.0	19.6	111.8	2.0	96.9	111.8
- CCCCCN(C(=O)CCC(=O)OCCOc1ccc(OC)cc1)c1c(N)n(CCCC)c(=O)[nH]c1=O
  12.2	93.2	103.9	4.8	108.7	1.0	119.1	93.1
- CS(=O)(=O)N1CCC(C(=O)Nc2ccc(Cl)c(Cl)c2)CC1
  -17.2	94.1	98.0	14.8	100.6	0.0	102.5	100.1
- Cc1ccc(NC(=O)N2CCCC2C(=O)Nc2ccc3c(c2)OCO3)cc1 (centres undefined)
  -6.9	100.7	108.6	-3.5	104.3	0.0	111.9	103.6
- COc1cc(C(c2sc3nc(C)nn3c2O)N2CCc3ccccc3C2)cc(OC)c1OC (centres undefined)
  25.9	87.6	93.8	15.3	89.8	1.0	91.1	85.7
- O=C(c1ccccc1)c1ccccc1C(=O)N1CCOCC1
  7.1	101.3	100.4	17.9	98.7	1.0	93.0	96.4
- CCN(CC)c1nc(Oc2ccc(C(=O)OC)cc2)nc(N2CCOCC2)n1
  5.5	98.3	94.7	-18.3	98.2	1.0	97.6	83.5
- COc1ccccc1NC(=O)C(=O)NNS(=O)(=O)c1ccc2ccccc2c1
  3.9	99.8	95.1	2.1	105.6	0.0	113.6	93.4
- Cc1ccccc1N1CCN(C2CCCN(C(=O)c3ccc(Cl)s3)C2)CC1 (centres undefined)
  12.6	110.5	105.2	-1.9	93.5	0.0	93.6	101.6
- O=C(/C=C/c1c(F)cccc1Cl)N1CCOCC1
  -4.5	111.8	104.4	-15.8	96.0	2.0	92.7	107.5
- Cc1ccc(S(=O)(=O)NCCCNC(=O)c2ccccc2)cc1
  -0.2	99.0	90.1	11.4	99.7	1.0	100.1	91.2
- Cc1noc(C)c1COC(=O)CCc1nc2ccccc2c(=O)[nH]1
  -4.9	92.9	90.1	10.0	92.6	0.0	89.7	90.6
- O=C(O)c1ccccc1N=Nc1c(O)[nH]c2ccc([N+](=O)[O-])cc12
  -3.6	88.6	99.6	-1.4	97.0	4.0	/	85.7
- CCOC(=O)c1c(C)[nH]c(C)c1C(=O)COC(=O)Cc1ccc(OC)c(OC)c1
  2.6	104.2	110.1	1.5	105.3	0.0	91.3	126.0
- CCCC(C)NC(=O)/C=C/c1cccc([N+](=O)[O-])c1 (centres undefined)
  4.5	98.6	98.2	17.5	104.7	0.0	95.4	94.0
- NCCCC[C@@H]1NC(=O)c2cc([N+](=O)[O-])cc(I)c2SC[C@@H](C(N)=O)NC(=O)[C@H](Cc2ccc(O)cc2)NC1=O
  3.6	98.0	107.7	-6.8	101.8	69.0*	99.7	97.3
- O=C(NNC(=O)c1cc(OCC(F)(F)F)ccc1OCC(F)(F)F)c1cccc(C(F)(F)F)c1
  2.8	104.7	94.6	4.2	106.9	0.0	107.4	94.4
- Cc1cc(C)nc(N2CCC(C(=O)NC3CCCc4ccccc43)CC2)n1 (centres undefined)
  1.2	103.5	111.7	5.4	105.1	5.0	107.3	101.1
- CCOC(=O)C(NCCc1ccccc1)(NC(C)=O)C(F)(F)F (centres undefined)
  -16.2	106.2	106.9	-3.3	99.8	0.0	106.7	98.4
- CN(C)c1ccc(CNc2ncn[nH]2)cc1
  4.4	95.7	91.0	1.7	98.4	3.0	97.5	98.4
- C=CC[C@@H](CC(=O)N[C@H](CO)Cc1ccccc1)C(=O)NC[C@@H](OC(=O)[C@@H](CC=C)Cc1ccc(F)cc1)c1ccccc1
  -5.8	105.4	103.6	13.7	113.7	0.0	125.8	104.0
- CCn1nnnc1SCC(=O)NCc1cccs1
  31.9	102.7	104.9	-5.2	106.2	0.0	98.3	105.5
- COc1cc(CN2CCNC(=O)C2CC(=O)N2CCCN(C(C)=O)CC2)cc(OC)c1 (centres undefined)
  2.2	100.9	108.7	18.2	105.2	2.0	100.6	103.0
- COc1cccc(N2C(=NC(=O)C3CCCO3)SC3CS(=O)(=O)CC32)c1 (centres undefined)
  ?	92.7	96.9	0.1	94.4	0.0	85.8	99.4
- CC(C)(C)NC(=O)C(=O)NNC(=O)c1ccco1
  -2.7	111.4	103.4	-1.0	104.5	0.0	107.8	110.0
- Cc1[nH]n(-c2ccccc2)c(=O)c1C=Nc1ccc(S(=O)(=O)N(C)C)cc1
  -0.6	89.1	87.5	0.0	102.0	2.0	104.2	85.4
- O=C(c1ccc([N+](=O)[O-])cc1)N1CCN(Cc2ccccc2[N+](=O)[O-])CC1
  1.2	100.6	103.3	2.1	97.3	0.0	98.8	100.5
- Cc1ccc(S(=O)(=O)N2CCC(C(=O)Nc3cccnc3)CC2)cc1
  -1.9	101.0	104.9	18.0	100.5	0.0	92.5	107.8
- COC(=O)c1ccc(COC(=O)c2ccc(SC)cc2OC)cc1
  -5.8	95.0	101.0	-1.1	88.0	3.0	109.5	88.0
- Cc1noc(N)c1C(=O)Nc1ccc(C(C)(C)C)cc1
  5.2	103.4	92.5	4.2	100.7	3.0	101.4	98.9
- O=C(CSc1ccccc1)N1CCN(c2ccccn2)CC1
  9.6	103.7	105.5	16.3	100.4	0.0	87.1	104.6
- COc1ccc(C(C(=O)NC2CCCCC2)N(C(=O)c2ccccn2)c2cccnc2)cc1 (centres undefined)
  40.0	100.1	107.8	-5.9	93.8	0.0	95.0	111.0
- N#Cc1ccc(-c2ccc(C3Nc4ccccc4C(=O)N3O)o2)cc1 (centres undefined)
  -1.4	96.1	92.7	-9.6	97.0	0.0	102.7	98.7
- CC(C)OCCCNC(=O)Nc1cccc2ccccc12
  -15.4	94.5	100.2	-3.4	99.3	2.0	94.0	96.4
- CCc1nc2sc3ccccc3c(=O)c2c(=O)n1Cc1ccco1
  1.1	93.6	109.4	-16.9	107.4	17.0	114.3	94.7
- C1=CN2CCC1C(c1ccccc1)C2 (centres undefined)
  10.4	98.9	111.3	20.6	89.7	1.0	100.5	103.6
- O=C(NCCSc1c[nH]c2ccccc12)c1c(F)cccc1F
  -5.9	96.8	100.3	8.2	98.7	0.0	107.4	93.7
- COc1ccc(C[C@H]2CN3C(=NC[C@H]3C)N2CCNC(=O)CCC2CCCCC2)cc1
  -8.3	98.9	91.7	7.2	82.6	0.0	125.7	70.2
- CCCN(CCC)CCNC(=O)C1c2ccccc2C(=O)N(CCOC)C1c1ccc(F)cc1 (centres undefined)
  0.5	100.9	107.4	-4.6	111.3	2.0	97.6	101.6
- O=c1nc(N2CCOCC2)nc2n1CCO2
  1.6	104.7	106.6	12.0	108.3	1.0	101.6	108.1
- COc1ccc(/C=N/NC(=O)c2cc3c(OC)ccc(OC)c3[nH]2)cc1O
  -1.4	103.1	110.7	11.3	109.5	6.0	108.5	103.2
- COc1ccc(/C(C)=N/Nc2nc3ccccc3nc2C)cc1
  -3.9	96.5	94.2	-2.0	108.9	2.0	106.9	97.3

Screening data as filed in PubChem.
